HTR5A inv ag: HTR5A inverse agonism, opioid heterodimer counter-screen | P47898 | HTR5A cell line, luminescence | inhibition, % at 9.3 µM | actives 0.083% (n = 340,000); in the data active = inhibition mostly above about 23%, no sharp cut-off; inactive = mostly below about 18%;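 also: 0% = cells with DMSO and 100% = no-cell wells with DMSO; some compounds called inactive have numbers as strong as hits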
phage Ecoli inh: E. coli growth loss with phage present | growth absorbance | inhibition, % at 11.9 µM | actives 0.26% (n = 360,000) | AID 651602; in the data active = inhibition above about 11%
PKA-R2B act: activators of human PKA-R2B complex; actives 0.079% (n = 340,000); P22694+P31323; AID 504700; activation, % at 11.4 µM; PKA-R2B holoenzyme dissociation, Cy5-IP20 fluorescence polarization; R2B truncated from residue 108, S112A mutant; 0% DMSO only, 100% 113 µM cGMP;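 active = activation above a cutoff set at the mean over all compounds plus 3 SD, cut at about 18% in these data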;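 also: higher means more holoenzyme dissociation and a rise in polarization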
Target sequence (P31323 whole entry, looked up, other chains not shown, the tested form may be a part): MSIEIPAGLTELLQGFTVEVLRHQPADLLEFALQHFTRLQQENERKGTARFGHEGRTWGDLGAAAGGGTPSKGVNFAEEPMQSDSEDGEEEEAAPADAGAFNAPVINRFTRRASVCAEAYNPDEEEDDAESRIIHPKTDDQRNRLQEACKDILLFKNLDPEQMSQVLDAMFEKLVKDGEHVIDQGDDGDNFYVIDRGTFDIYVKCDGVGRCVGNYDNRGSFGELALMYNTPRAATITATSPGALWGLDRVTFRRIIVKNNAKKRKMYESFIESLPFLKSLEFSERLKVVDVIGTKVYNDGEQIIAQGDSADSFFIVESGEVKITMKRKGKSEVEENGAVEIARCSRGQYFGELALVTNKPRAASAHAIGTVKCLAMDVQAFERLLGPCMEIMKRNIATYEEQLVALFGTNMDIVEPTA
Tat transport: blocks Tat-dependent protein export in E. coli | inhibition, % at 10 µM | E. coli MC4100 TorA-mCherry Tat export, fluorescence | actives 0.036% (n = 340,000) | AID 488895;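 active = mean replicate inhibition at least 50% and at least half of replicates individually reaching 50%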;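 also: exported cargo escapes ClpAP degradation while cytoplasmic cargo is degraded and loses fluorescence; 0% = median of neutral control wells and 100% = median of NaSCN control wells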
Ecoli viability: counter-screen for AddAB inhibitors: E. coli growth inhibition; E. coli V3065 growth, OD600 absorbance, 18 h; inhibition, % at 11.9 µM; actives 0.27% (n = 330,000); AID 449728;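 active = inhibition above the campaign's mean inhibition across all tested compounds plus 3 SD, cut at about 9.9% in these data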;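 also: uninfected addAB+ strain grown without phage in ampicillin broth; 0% = DMSO wells and 100% = ciprofloxacin 0.95 µg/ml wells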
HTR5A ag: activates human HTR5A in OPRM1-OPRD1 agonist counter-screen | P47898 | HTR5A agonist assay, luminescence, cell-based | activation, % at 9.3 µM | actives 0.61% (n = 340,000); in the data active = activation mostly above about 9.5%, no sharp cut-off; inactive = mostly below about 7.6%;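 also: 0% = cells with vehicle only and 100% = reference agonist; strong numbers were not always called active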
CDK5 p35 inh: blocks human CDK5/p35 kinase activity; Q00535+Q15078; Recombinant CDK5/p35, ADP-Glo luminescence, 60 min; inhibition, % at 10 µM; actives 0.01% (n = 330,000); AID 488839;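 active = highest replicate inhibition of at least 50% and at least 75% of replicates reaching 50%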;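 also: plate controls were DMSO neutral control for no effect and GW8510 at 10 µM for full effect; many of its hits are not listed in these tables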
DAGLB inhibitor: blocks human DAGLB lipase activity; actives 0.059% (n = 340,000); HEK293T DAGLB membrane lysate, EnzChek fluorogenic substrate; inhibition, % at 5.17 µM; Q8NCG7; in the data active = inhibition above about 34%;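 also: 0% = enzyme with vehicle and 100% = wells lacking enzyme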
Target sequence (Q8NCG7 whole entry, looked up): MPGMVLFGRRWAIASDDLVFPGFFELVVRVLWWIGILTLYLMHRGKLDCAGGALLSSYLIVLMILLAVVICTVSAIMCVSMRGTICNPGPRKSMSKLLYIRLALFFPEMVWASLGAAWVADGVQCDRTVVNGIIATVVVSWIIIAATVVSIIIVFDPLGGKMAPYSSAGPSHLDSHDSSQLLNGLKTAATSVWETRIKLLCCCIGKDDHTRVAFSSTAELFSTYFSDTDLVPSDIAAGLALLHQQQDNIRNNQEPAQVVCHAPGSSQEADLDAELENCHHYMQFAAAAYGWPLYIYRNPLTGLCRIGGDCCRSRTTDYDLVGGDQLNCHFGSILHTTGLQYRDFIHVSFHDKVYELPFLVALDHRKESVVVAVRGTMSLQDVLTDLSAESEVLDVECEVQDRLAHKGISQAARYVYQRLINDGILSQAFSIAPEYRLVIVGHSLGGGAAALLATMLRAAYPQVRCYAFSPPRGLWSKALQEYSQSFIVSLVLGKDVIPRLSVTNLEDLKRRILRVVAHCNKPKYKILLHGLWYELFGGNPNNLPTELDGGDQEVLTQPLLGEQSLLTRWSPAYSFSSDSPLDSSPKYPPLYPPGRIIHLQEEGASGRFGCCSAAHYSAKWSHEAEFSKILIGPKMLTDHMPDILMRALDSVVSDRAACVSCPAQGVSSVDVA
PKA-R1A activ: activators of PKA-R1A complex | actives 0.083% (n = 340,000) | activation, % at 11.4 µM | PKA-R1A dissociation, Cy5-IP20 fluorescence polarization; scaled: DMSO 0%, 113 µM cGMP 100%;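 active = percent activation above the mean of all tested compounds plus 3 SD, cut at about 19% in these data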;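 also: higher means more PKAc released from R1A so a rise in polarization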
AddAB inh: less growth of phage-infected E. coli with AddAB | E. coli expressing H. pylori AddAB, absorbance growth | inhibition, % at 11.9 µM | actives 0.29% (n = 330,000); in the data active = inhibition above about 12%;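 also: 0% = vehicle wells of infected cells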
SUMO Mot1 rescue: inhibitors of SUMOylation pathway: yeast Mot1-301 growth rescue | S. cerevisiae Mot1-301 growth rescue, ATP luminescence, 38.5C; percent above DMSO median, 100 means doubled | growth rescue, % at 18.8 µM | actives 1% (n = 320,000);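 active = every valid replicate shows activation above 250% relative to neutral control wells; inactive = the rest, any valid replicate at or below 250%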;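 also: OY570 slx delta 5 strain wells were the positive control but not used for scaling; some compounds called inactive have numbers as strong as hits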
* = called active by the depositor; · = not tested or not shown.

Each structure is followed by: HTR5A inv ag | phage Ecoli inh | PKA-R2B act | Tat transport | Ecoli viability | HTR5A ag | CDK5 p35 inh | DAGLB inhibitor | PKA-R1A activ | AddAB inh | SUMO Mot1 rescue
O=C(NCCCN1CCOCC1)C(=O)N/N=C/c1ccccc1O
  -3 | 0.1 | -1 | 7 | -1.5 | 1 | -4.4 | -4 | 8 | -2.1 | -14
Cc1ccc(NC(=O)CN2C(=O)C(=O)N(C3CCCC3)C2=O)cc1Cl
  -9 | 0.3 | -1 | -2 | -0.6 | 1 | -1.0 | -2 | 4 | 1.1 | 3
O=C(NCc1ccco1)C1CCCN1S(=O)(=O)c1ccc2ccccc2c1 (stereo not drawn)
  7 | 2.3 | 6 | -7 | 0.9 | 12 | -2.3 | -1 | -1 | 1.0 | -29
COc1ccccc1NS(=O)(=O)c1c(C(=O)N2CCCC2)c(C)n(C)c1C
  5 | 4.4 | -15 | -4 | -2.8 | -2 | 1.3 | 5 | -6 | -2.5 | -8
COC(=O)c1cc(=O)n(Cc2ccc3c(c2)OCO3)c(=Nc2ccc(F)c(Cl)c2)s1
  15 | 3.5 | -12 | -6 | -2.2 | 2 | 0.1 | -2 | -1 | -1.6 | 10
O=C(COC(=O)c1cc(Cl)nc(Cl)c1)Nc1ccc(Cl)c(S(=O)(=O)N2CCOCC2)c1
  18 | 2.4 | 0 | 1 | 1.7 | -5 | 1.8 | 3 | -5 | -1.9 | 2
COc1ccc(CC(=O)Nc2ccc(N3CCCC3)c(C)c2)cc1
  -12 | 0.2 | 2 | -9 | -2.7 | 4 | 0.8 | 0 | 3 | 1.1 | 95
O=C(COc1cccnc1[N+](=O)[O-])Nc1ccc(N2CCOCC2)cc1
  0 | 3.2 | -6 | 4 | 0.2 | 5 | -0.8 | 1 | 1 | 4.8 | 10
Cc1ccc(CNC(=O)C2(C(F)(F)F)C/C(=C\Cc3ccccc3)CCCO2)o1 (stereo not drawn)
  -22 | · | -14 | 1 | -0.1 | 8 | 0.2 | -5 | -9 | 3.7 | 17
CCOC(=O)C1=C(C)N=C2c3ccccc3C(=O)C2C1c1ccc(C)cc1 (stereo not drawn)
  -21 | 1.0 | 2 | -4 | -0.6 | 2 | -0.8 | 25 | 0 | -0.2 | ·
CC(CN1C(C)CCCC1C)OC(=O)c1ccccc1F (stereo not drawn)
  3 | 2.9 | -13 | -2 | 0.3 | -1 | -1.2 | -1 | -15 | -1.3 | -17
CCOC(=O)C1CCN(C(=O)CN(c2cccc(C(F)(F)F)c2)S(C)(=O)=O)CC1
  -7 | 1.4 | -15 | 0 | -0.7 | -1 | 1.3 | 3 | -7 | 1.2 | 4
CCS(=O)(=O)c1nc(S(=O)(=O)c2ccc(Cl)cc2)c(N2CCN(C)CC2)s1
  -14 | 0.6 | 2 | 0 | 1.6 | 9 | 0.3 | 2 | 13 | 4.2 | 41
CN(C)/C=N/C(=S)Nc1ccc(Cl)cc1
  -1 | 4.4 | -5 | -4 | 1.2 | -2 | 1.6 | 1 | -6 | 2.0 | 779
CCOC(O)[C@H]1N[C@@H](c2ccc(Cl)cc2)[C@@H]([N+](=O)[O-])[C@@H]1c1ccccc1 (stereo partly drawn)
  -6 | 3.0 | -8 | 2 | -2.8 | 2 | -3.3 | -4 | 2 | 1.9 | 25
O=C(c1ccc(S(=O)(=O)N2CCCCC2)cc1)N1CCc2ccccc2C1
  -9 | 2.0 | -12 | 14 | 2.7 | 3 | -0.6 | -2 | 1 | 2.1 | 1
Nn1c(SCC(=O)Nc2ccccc2F)nnc1-c1cccnc1
  0 | 3.3 | 4 | -11 | -0.2 | 0 | -0.7 | -1 | 10 | 1.9 | 11
O=C(Nc1cccc(C(F)(F)F)c1)C12CC3CC(CC(C3)C1)C2
  4 | 1.7 | 7 | 2 | 1.5 | 5 | 1.6 | -7 | 13 | 0.5 | -2
CCOC(=O)C1=CN(Cc2ccc(Br)cc2)S(=O)(=O)NC1C (stereo not drawn)
  -1 | 3.1 | -8 | 0 | 1.8 | 0 | -1.9 | -3 | -10 | -0.7 | ·
COc1ccc(C(=O)CCNc2ccc(C)c(Cl)c2)cc1
  24 | 5.1 | 0 | 9 | -0.5 | 4 | -5.1 | 0 | -7 | 0.9 | 68
Cc1ccc(NC(=O)Cc2ccsc2)cc1Cl
  6 | 0.9 | -5 | -6 | -1.0 | -2 | -1.2 | 0 | -4 | 0.8 | 35
COc1ccccc1NC(=O)Cc1coc2cc(C)ccc12
  -12 | 3.6 | 0 | 0 | 1.2 | -2 | 0.0 | -2 | -2 | 1.6 | -6
COC(=O)[C@@]12CCCCN1[C@H](c1ccc(-c3ccc(F)cc3)c(OC)c1)[C@H]1C(=O)N(C)C(=O)[C@H]12
  4 | 3.5 | -6 | 5 | -2.3 | 0 | 0.3 | -2 | -4 | -1.6 | 7
Cc1c(C(=O)c2ccc(Br)cc2)c(=O)n(C)c(=O)n1C
  12 | -0.1 | 7 | 8 | 1.9 | -4 | -0.7 | 3 | 2 | 0.9 | 27
O=C(COC(=O)C1CC1)Nc1ccc(Oc2ccccc2)cc1
  -24 | 5.5 | 10 | 2 | -0.7 | 3 | -0.3 | -3 | 7 | 1.0 | ·
CCOc1nc(Nc2ccccc2F)nc(OCC)n1
  3 | -0.2 | 10 | -2 | 0.8 | -1 | 0.3 | -1 | 2 | 0.1 | -4
CN(C)S(=O)(=O)c1cccc(NC(=O)Cn2cc(C(F)(F)F)cc(Cl)c2=O)c1
  -5 | 3.4 | -8 | -1 | 1.8 | 2 | 0.8 | -3 | 13 | 4.0 | -1
COc1ccc(Cc2nnc(SC(C)C(=O)Nc3ccc(C(N)=O)cc3)o2)cc1 (stereo not drawn)
  -2 | 4.0 | -1 | -7 | -4.8 | 1 | 0.0 | -1 | 0 | -1.7 | 8
CCOC(=O)c1sc(NC(=O)C(CC)OC(=O)c2ccco2)nc1C (stereo not drawn)
  5 | 1.5 | -1 | -8 | 1.4 | -2 | 0.9 | -1 | -3 | 2.3 | 889*
CN(C)/N=C/c1ccc(/C=N/NC(N)=S)o1
  21 | 2.2 | -2 | 3 | 0.6 | 2 | 2.0 | 0 | 5 | -1.3 | 422*

(continued)
Molecule,HTR5A inv ag,phage Ecoli inh,PKA-R2B act,Tat transport,Ecoli viability,HTR5A ag,CDK5 p35 inh,DAGLB inhibitor,PKA-R1A activ,AddAB inh,SUMO Mot1 rescue
O=C(CNc1ccccc1)Nc1ccc(F)cc1,-44,2.3,4,-5,0.0,17,-2.0,0,3,1.7,8
COc1ccccc1C1C(C#N)=C(N)N(N(C)C)C2=C1C(=O)CC(C)(C)C2 (stereo not drawn),-5,-1.4,3,1,0.1,2,1.1,0,-3,1.3,-6
Cc1[nH]n(C(N)=S)c(=O)c1N=Nc1ccc(S(=O)(=O)N2CCCC2)cc1,5,-0.5,-3,4,3.0,-2,2.0,12,-5,7.2,-8
O=C(c1cccs1)N1CCCC(c2nc3c(nnn3Cc3cccc(Cl)c3)c(=O)[nH]2)C1 (stereo not drawn),-2,0.0,-6,1,-2.0,0,-1.2,3,-1,-1.5,0
N#CCC(=O)Nc1ccc(C(=O)OCC(=O)NC2CCCCCC2)cc1,-7,2.0,-13,2,-3.0,0,-3.0,0,2,-0.1,·
CN(C(=O)/C=C/c1ccccc1)C1CCS(=O)(=O)C1 (stereo not drawn),5,1.5,0,7,0.6,2,1.2,-1,10,-1.5,-23
Cc1occc1C(=O)NCc1ccccn1,-14,1.2,-9,2,-0.6,4,0.7,0,5,-1.6,4
Cc1[nH]n(-c2ccc([N+](=O)[O-])cc2)c(=O)c1C=NCCN1CCN(C(=O)c2ccccc2F)CC1,-7,2.7,0,-1,1.9,-8,1.0,2,-1,2.5,-35
COc1cc(NC(=O)COc2cccc(OC)c2)cc(OC)c1,8,-0.4,-9,4,2.6,-4,-2.0,-13,0,1.3,6
CN1CCN(c2nc3ccccn3c(=O)c2C=C(C#N)C#N)CC1,19,0.9,-13,-6,0.9,-5,-0.5,-3,-9,2.5,-8

Part of the list above in order of number of heavy atoms, falling:
Molecule,HTR5A inv ag,phage Ecoli inh,PKA-R2B act,Tat transport,Ecoli viability,HTR5A ag,CDK5 p35 inh,DAGLB inhibitor,PKA-R1A activ,AddAB inh,SUMO Mot1 rescue
Cc1[nH]n(C(N)=S)c(=O)c1N=Nc1ccc(S(=O)(=O)N2CCCC2)cc1,5,-0.5,-3,4,3.0,-2,2.0,12,-5,7.2,-8
CN(C(=O)/C=C/c1ccccc1)C1CCS(=O)(=O)C1 (stereo not drawn),5,1.5,0,7,0.6,2,1.2,-1,10,-1.5,-23
O=C(CNc1ccccc1)Nc1ccc(F)cc1,-44,2.3,4,-5,0.0,17,-2.0,0,3,1.7,8

The main list resumes, repeating the 2 entries before the break.
Molecule,HTR5A inv ag,phage Ecoli inh,PKA-R2B act,Tat transport,Ecoli viability,HTR5A ag,CDK5 p35 inh,DAGLB inhibitor,PKA-R1A activ,AddAB inh,SUMO Mot1 rescue
COc1cc(NC(=O)COc2cccc(OC)c2)cc(OC)c1,8,-0.4,-9,4,2.6,-4,-2.0,-13,0,1.3,6
CN1CCN(c2nc3ccccn3c(=O)c2C=C(C#N)C#N)CC1,19,0.9,-13,-6,0.9,-5,-0.5,-3,-9,2.5,-8
CCOC(=O)c1cc(C)sc1/N=C/C1C(=O)CC(C)(C)CC1=O,-4,2.8,-9,-1,-0.7,7,-0.6,-3,-1,-1.9,547
O=C(NCc1ccccn1)c1c(-c2ccccc2)sc2ccccc12,2,2.0,-4,8,0.7,1,0.9,-3,-5,1.7,25
Cc1ccc(N(CC(=O)NC(C)(C)C)C(=O)CNC(=O)c2cccs2)cc1C,-4,4.3,-1,5,0.0,1,1.0,-1,2,3.7,-4
O=C(c1ccccc1F)N(Cc1cccs1)C1CCS(=O)(=O)C1 (stereo not drawn),11,1.8,-4,2,-0.4,0,-1.4,1,4,4.0,9
O=C(NCC1OCCc2ccccc21)c1ccc(NC(=O)c2ccccc2Cl)cc1 (stereo not drawn),-15,-1.4,-1,-3,1.7,-1,1.0,0,-1,-2.2,54
CCOc1ccc2[nH]c3c(NCCN(C)C)ncnc3c2c1,-2,0.7,3,8,-0.7,1,-1.0,1,11,-0.1,13
O=C(NC(=S)NC1C2CC3CC(C2)CC1C3)c1ccccc1 (stereo not drawn),-7,2.5,-3,-1,1.5,2,0.4,-8,0,2.7,175
O=C(Nc1ccc(N2CCOCC2)cc1N1CCOCC1)c1cccc([N+](=O)[O-])c1,24,1.7,3,-8,-1.2,-1,-0.4,1,3,-0.8,-2
CCN(CC)S(=O)(=O)c1ccc(N2CCOCC2)c(NC(=O)c2cccc3ccccc23)c1,11,3.0,2,8,-0.8,7,0.2,-5,-10,-0.7,-5
COc1ccc(NC(=O)C(CC(C)C)NC(=O)C2CCC(C)CC2)c(OC)c1 (stereo not drawn),-18,-0.5,9,-1,2.4,6,0.0,2,-10,-0.1,-2
O=C(N[C@@H](Cc1c[nH]c2ccccc12)C(=O)O)C1CCN(S(=O)(=O)c2ccc(Cl)cc2)CC1,-4,2.6,-4,-5,-2.5,2,0.2,0,6,2.2,157
